b-catenin transl: beta-catenin nuclear translocation modulation. HeLa beta-catenin nuclear translocation, immunofluorescence imaging. nuclear translocation activity, % at 5 µM. 190,000 tested, 0.3% active. AID 1665;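 active = nuclear translocation activity above 50% at 5 µM, with a well cell count of 50 or more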;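 note: per-cell ratio of nuclear to cytoplasmic median beta-catenin stain intensity; plate controls were DMSO negative control for no effect and GSK-3 inhibitor IX positive control for full effect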
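Test system: HeLa cells, endogenous beta-catenin; Compound: single 5 µM dose plus 0.02–20 µM confirmation series; Times: compound exposure 24 h at 37°C; Signal: fluorescence imaging of beta-catenin antibody stain plus DAPI; Read-out: % activation, nuclear-to-cytoplasmic median beta-catenin signal ratio per cell.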
CSM14.1 death rescue: rescue of cells from ER stress-induced death, primary screen, 384-well, CSM14.1, thapsigargin, ATP luminescence (AID 1222) | CSM14.1 thapsigargin-induced death rescue, ATP luminescence; higher % means a stronger effect | cellular ATP content (survival), % at 20 µM, or EC50 in µM where a hit was titrated | 190,000 tested, under 10 active;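 active = EC50 below 50 µM in the dose-response confirmation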;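 note: death triggered by thapsigargin at about 15 µM added after 2 h compound pretreatment; cell ATP read after overnight thapsigargin exposure of roughly 18 to 22 hours; normalized against plate controls of thapsigargin alone and 5% DMSO vehicle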
Dynein transport: dynein cargo transport inhibition | 3617.4 mouse cells, GR-EGFP nuclear translocation imaging; test concentration mostly 20 µM; stimulated with dexamethasone, 1 µM; stronger effect = lower value | z-score, hits read low | 220,000 tested, 0.47% active;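 active = plate z-score of nuclear minus cytoplasmic receptor signal below a set negative limit, without overly bright fluorescence or cell loss, cut at about -3.5 in these data, passing the limit was not always enough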;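 note: z-score of nuclear minus cytoplasmic ring GR-EGFP intensity difference per well; some compounds called inactive have numbers as strong as hits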
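Also added: dexamethasone, 1.0 µM final. Medium: tet-free, stripped-serum medium. Detection: fixed, Hoechst-stained cells imaged at 10x for EGFP. Read-out: nuclear-to-cytoplasmic GR-EGFP distribution per well. Times: induction 48 h, compound 1 h, agonist 30 min.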
T cell HTS: T cell immune modulation candidate; calls only at 7 µM; 2C CD8+ T cell-vesicle binding, flow cytometry; stronger effect = lower value; 330,000 tested, 0.068% active;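 active = response, share of CD8 T cells binding vesicles, and their 90th percentile fluorescence all below set limits, cut at about 80% in these data, passing the limit was not always enough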
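System: murine 2C transgenic CD8+ T lymphocytes; also added: QL9-loaded Drosophila micro-vesicles; times: binding 1.5 h at 37 °C; measured by: flow cytometry, PE anti-B7-1 (FL2) versus Alexa647 anti-CD8 (FL8), PFA-fixed; control set: Peptide-free naked vesicles (low) and QL9 vesicles with 0.7% DMSO vehicle (high)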
MT stabilize HCS: microtubule stabilizers in HeLa cells. HeLa tubulin immunostaining HCS, 24 h; share of cells brighter than vehicle mean+2SD. % tubulin-high responders, % at 10 µM. 200,000 tested, 0.83% active. AID 2205;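 active = plate Z-score above 3 for both tubulin-high and condensed-nucleus cell shares, with cell loss under 80%, at 10 µM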;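 note: anti alpha tubulin signal scored within the nucleus-defined area of each cell; some results filed as inactive read as strong as hits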
Insulin prom up: MIN6 insulin promoter up-regulation | AID 1625 | MIN6 insulin promoter-GFP reporter, high-content imaging; stronger effect = higher value | 190,000 tested, 0.3% active | z-score at 5 µM;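 active = z-score above 3 at 5 µM with at least 500 cells counted in the well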
Autophagy HCS: modulators of autophagy. MEF GFP-LC3 puncta imaging; test concentration mostly 10 µM. calls only at 10 µM (by protocol). 190,000 tested, 0.98% active. AID 463193;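 active = percentage of spot-positive cells more than 3 SD above its plate mean, without a fluorescence outlier flag or 80% toxicity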;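 note: spot-positive cell cutoff set from DMSO-treated cells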
Salmonella PhoP GFP: inhibitors of PhoP regulon expression, primary screen, Salmonella Typhimurium, GFP reporter (AID 1863); 300,000 tested, 0.16% active; S. Typhimurium PhoP-regulated promoter GFP reporter, 4 h; higher % means a stronger effect; inhibition, % at 50 µM; hits with a dose series show IC50 in µM;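 active = inhibition over 29.93%, a cutoff 3 SD above the screen mean, later confirmed by dose response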;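 note: 0% = low Mg2+ inducing control and 100% = high Mg2+ repressing control; strong numbers were not always called active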
Hep lipid drop: hepatic lipid droplet formation modulation; AML12 mouse hepatocytes, oleate lipid droplets, BODIPY imaging; inhibition, % at 6.5 µM; 240,000 tested, 0.4% active; AID 1656;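 active = lipid droplet intensity inhibited by at least 50%, with more than 500 cells counted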
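material = mouse AML12 hepatocyte cell line, fixed after treatment | also added = 100 µM oleic acid challenge | doses = compound at 6.5 µM only | schedule = overnight exposure | technique = Image-based BODIPY and DAPI two-channel analysis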
Dynein transport cytoplasmic EGFP: recorded beside Dynein transport, whose call it bears; z-score; measured here: cytoplasmic GR-EGFP intensity; stronger effect = higher value
Dynein transport nuclear GR-EGFP: also measured in Dynein transport; calls as there; z-score; measured here: nuclear GR-EGFP intensity;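 lower value marks the stronger effect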
Dynein transport cell count: second read-out of Dynein transport, no call of its own (marks repeat the call); z-score; measured here: cell count per field
Insulin prom up cell count: also measured in Insulin prom up; calls as there; cell count; measured here: cytotoxicity, nuclei count;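 total cells summed across four imaged fields per well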
Hep lipid drop cells 6.5 µM: further read-out of Hep lipid drop, marked with its call; cell count; measured here: cell count, cytotoxicity flag;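 cells counted across two imaged fields per well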
b-catenin transl cell count 5 µM: further read-out of b-catenin transl, marked with its call; cell count; measured here: cell count, cytotoxicity flag
T cell HTS vesicle-bound %: also measured in T cell HTS; calls as there; double positive events, %; measured here: CD8+ vesicle-bound cell fraction;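 binding gate set so that unloaded-vesicle control wells show 10% double positive cells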
MT stabilize HCS Hoechst-high %: second read-out of MT stabilize HCS, no call of its own (marks repeat the call); % Hoechst-high responders; measured here: nuclear condensation Hoechst responders;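 share of cells brighter than vehicle mean plus two SD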
MT stabilize HCS cytotoxicity %: second read-out of MT stabilize HCS, no call of its own (marks repeat the call); toxicity, %; measured here: cytotoxicity by cell density;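 0% = mean cell density of plate MIN control wells and 100% = no cells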
Autophagy HCS cell loss 18 h: further read-out of Autophagy HCS, marked with its call; toxicity, %; measured here: cell loss, nuclei count;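 cell loss after 18 h compound exposure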
Active calls of the source: *; i = inactive; nt = not tested or not shown. Rows are unselected, and some 3% of all compounds hit somewhere here.

SMILES	b-catenin transl	b-catenin transl cell count 5 µM	CSM14.1 death rescue	Dynein transport	Dynein transport cytoplasmic EGFP	Dynein transport nuclear GR-EGFP	Dynein transport cell count	T cell HTS	T cell HTS vesicle-bound %	MT stabilize HCS	MT stabilize HCS Hoechst-high %	MT stabilize HCS cytotoxicity %	Insulin prom up	Insulin prom up cell count	Autophagy HCS	Autophagy HCS cell loss 18 h	Salmonella PhoP GFP	Hep lipid drop	Hep lipid drop cells 6.5 µM
CCC(C)(C(=O)NC1CCCCC1)N(C(=O)c1cnccn1)c1c(C)n(C)n(-c2ccccc2)c1=O (stereo unspecified)	-0.2	1444	-0.4%	-0.24	-0.38	0.046	0.41	i	18	3.2	1.7	5.6	0.37	1504	i	16	-7%	nt	nt
O=C(Cc1cccs1)N(CC1CCCO1)C1(C(=O)NC2CCCCC2)CCCCC1 (stereo unspecified)	-1.9	1033	-0.9%	0.078	-0.22	0.64	-0.43	i	45	3.7	3.1	7.9	-0.1	1272	i	-5	2%	3	662
CCOc1ccc(C(=O)NCC(=O)N2CCC(C)CC2)cc1OCC	-1.1	1047	-0.9%	0.68	-0.2	0.67	-0.87	i	48	2.9	3.2	7.6	-0.62	1253	i	-8	-3%	-1	682
C=CCn1c(C(C)NC(=O)c2ccc(C)cc2)n[nH]c1=S (stereo unspecified)	0.2	532	5.4%	-0.24	-0.25	-0.45	0.73	i	11	2.5	2.1	9.6	0.79	1369	i	-10	9%	23	723
O=C(COC(=O)c1ccccn1)NCc1ccccc1Cl	-3.6	451	-3.2%	1.1	-0.26	0.21	-0.65	i	10	2.9	3.1	3.1	1	1226	i	11	-1%	10	619
CN(C)S(=O)(=O)c1ccc(C(=O)N2CCCC2c2nc3ccccc3s2)cc1 (stereo unspecified)	-1.9	1236	-1.8%	0.51	-0.24	0.98	0.84	i	40	1.9	2.4	14	nt	nt	i	4	-9%	-4	719
Cn1nc([N+](=O)[O-])c(C(C#N)c2ccccn2)c(Cl)c1=O (stereo unspecified)	-3.0	816	1.0%	-5.9*	0.98*	-3*	-0.2*	i	52	7.3	10	15	0.15	1458	i	-2	1%	-3	687
CCCCn1c(=S)[nH]c2ccc(N3CCOCC3)cc2c1=O	-0.4	979	-0.3%	-0.95	-0.23	-0.68	1	i	12	2.5	2.3	3.9	-0.29	1191	i	21	4%	2	680
Cc1ccc2nc(N/N=C/c3ccccc3C#N)nc(-c3ccccc3)c2c1	-1.5	1325	-2.9%	-0.64	0.34	0.14	0.48	i	8	2.5	1.4	6.0	-2.5	1181	i	10	5%	nt	nt
O=C(CNc1ccccc1)N/N=C/c1cc([N+](=O)[O-])ccc1N1CCCC1	-3.2	994	-0.6%	-0.065	0.36	-0.073	-0.27	i	22	2.7	2.1	7.3	0.27	1608	i	15	14%	nt	nt
C/C(=N/NC(=O)c1cc(C)[nH]n1)c1ccco1	0.5	1316	nt	-0.062	-0.25	0.4	0.0033	i	54	nt	nt	nt	-0.44	999	nt	nt	-9%	24	728
CCCCNC(=O)COC(=O)c1ccc(Cl)c(S(=O)(=O)N2CCCC2)c1	nt	nt	1.0%	-0.13	-0.24	-0.056	0.23	i	34	1.8	1.3	7.3	0.84	993	i	-6	-15%	-2	760
O=C(O)CCCn1cc(NC(=O)c2ccc(Br)o2)cn1	15	881	-0.1%	-0.14	-0.18	0.16	-0.057	nt	nt	2.3	1.8	4.8	-0.58	1577	i	16	-7%	-16	664
O=C1N/C(=N/O)S/C1=C\c1ccccc1-n1cccn1	-3.4	1126	nt	-0.31	-0.34	-0.21	0.83	i	52	5.0	1.8	3.5	-0.14	1303	i	-1	-4%	-1	687
O=C(CSc1nnc(SCc2ccc(Cl)cc2)s1)N/N=C/c1ccccc1Cl	-1.4	949	-2.9%	-1.2	0.31	-0.72	0.53	i	44	2.3	2.0	5.0	0.06	1360	i	6	-1%	-1	632
O=C(C(=O)N1CCN(c2ccccc2)CC1)c1c[nH]c2ccccc12	-0.9	1044	-0.8%	-0.45	-0.38	0.35	1.3	i	19	2.4	3.4	6.6	0.27	1588	i	7	-3%	-3	694
O=C(CN1CCN(C(=O)c2cccc(F)c2)CC1)NC1CCCCC1	-3.6	1240	-0.9%	-0.76	-0.19	-0.079	0.24	i	16	4.7	1.4	6.5	-0.26	1256	i	17	11%	-11	765
CCn1cc(C(=O)NCCCOC)c(=O)c2cc(S(=O)(=O)N(C)C)ccc21	-10	1029	-0.7%	-0.072	-0.26	0.067	0.16	i	64	6.6	1.9	4.1	0	1174	nt	nt	1%	4	776
Cc1cc2ccccc2c(=O)n1CC(=O)Nc1ccc2c(c1)OCCO2	-8.2	1074	2.4%	1.1	-0.16	0.6	-0.35	i	25	1.0	1.9	5.7	0.25	1315	i	-9	-4%	nt	nt
CC(=O)c1cnc2cc(-c3ccc(C)cc3)nn2c1C	-1.7	1191	-2.8%	1.4	-0.061	0.41	-1.1	i	33	4.5	1.5	5.0	-1.4	942	i	9	-2%	-17	751
CCOC(=O)CCN(Cc1cccs1)S(=O)(=O)c1ccc(Cl)cc1	-3.4	974	-0.5%	4.6	-0.18	4.9	-2.5	i	55	4.7	2.4	12	-0.11	1547	i	-5	-6%	nt	nt
COc1cc(C(=O)Nc2nc(C)c(Cc3ccc4c(c3)OCO4)s2)cc(OC)c1OC	16	325	-0.8%	-0.43	-0.31	-0.44	0.29	i	57	15*	35*	57*	-0.65	1135	i	24	6%	-30	541
O=c1[nH]c(NCCO)nc2c1C1(CCCC1)Cc1ccccc1-2	-0.2	1298	-0.8%	0.067	0.23	-0.51	-2.9	i	40	3.8	1.9	4.9	0.3	1626	i	-4	-2%	nt	nt
COc1ccc(NC(=O)C2CC(=O)n3ncnc3N2)cc1 (stereo unspecified)	-3.0	830	-0.6%	0.46	-0.22	0.57	0.56	i	29	2.4	2.2	9.7	0.21	1600	i	-33	7%	nt	nt
O=C(NCCSc1ccccc1)c1cncc(Br)c1	-5.6	1197	-2.6%	1.2	-0.25	0.66	0.19	i	39	3.3	2.7	9.9	-0.6	898	i	-5	15%	-13	713
CCOCCCN1CC(C(=O)NCCc2ccccc2)CC1=O (stereo unspecified)	-0.4	856	1.8%	-0.71	-0.18	-0.12	-0.24	i	22	6.3	2.2	4.8	-0.62	1503	i	-12	-18%	nt	nt
Cc1cc(C)c2c(NC(N)=S)n[nH]c2n1	-0.7	1079	-0.5%	-0.65	-0.19	-0.64	0.67	i	51	2.6	1.4	0.9	0.2	1204	i	-16	3%	-1	661
Cc1ccc(OCC(=O)N/N=C2/SCC(=O)N2Cc2ccco2)cc1	2.2	1157	nt	0.39	-0.3	0.12	0.5	i	19	1.5	1.0	1.3	-0.39	1224	i	-23	-4%	9	704
Cc1ccc(C(C(=O)NCc2ccco2)N(C(=O)CNC(=O)c2cccs2)c2ccc(C)cc2)cc1 (stereo unspecified)	nt	nt	0.7%	-0.57	-0.22	-0.56	1.4	i	24	2.1	1.8	13	nt	nt	i	-5	-8%	nt	nt
Cc1ccc(C(=O)OCc2cn3ccccc3n2)cc1	-1.4	1089	nt	-0.084	-0.3	0.54	0.46	i	17	2.8	2.3	1.6	-0.7	1240	i	-2	11%	-4	621
Cc1cc(N)c2ccccc2n1	-3.2	1079	-0.8%	0.2	0.43	0.48	0.35	i	28	1.5	1.6	8.5	0.02	1256	i	-7	-3%	5	707
CCOC(=O)c1c(C)oc2cc(Br)c(OC)cc12	-8.0	1040	0.7%	0.74	-0.21	0.47	-0.37	i	34	2.3	1.4	6.2	-0.11	1290	i	-2	6%	nt	nt
COC(=O)c1cc(NC(=O)c2c(F)c(F)c(F)c(F)c2F)cc(C(=O)OC)c1	-5.4	537	8.5%	-0.86	-0.14	-0.74	0.51	i	46	1.8	0.6	7.1	-0.35	1339	i	17	1%	18	642
NC(=O)C1CCC(NC(=O)OCc2ccccc2)CC1 (stereo unspecified)	-1.9	1093	-1.1%	-0.73	-0.22	-0.45	0.54	i	49	2.2	1.7	4.1	-0.24	1067	i	5	-9%	nt	nt
CC(=O)C12C3C4C(C5C1C3C5(Br)C41OCCO1)C21OCCO1 (stereo unspecified)	nt	nt	-0.8%	1.5	-0.27	1.3	-1.5	i	6	2.1	2.2	0.9	-0.09	1234	i	-4	5%	-21	639

High-throughput results: PubChem, several laboratories
